DDE Tn6 FP inh: inhibitors of Tn6 peptide binding to fibrin DD(E), primary screen, biochemical, fluorescence polarization, human fibrin, Tn6 probe; Fibrin DD(E) TRITC-Tn6 fluorescence polarization displacement; inhibition, % at 8.3 µM; 0.21% of 370,000 active; AID 720509, 2013;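 active means inhibition above a per-campaign cutoff: mean of compounds within control limits plus 3 SD, cut at about 15% in these data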;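 further: 0% = median of all compound wells on the plate and 100% = blocking peptide control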
Target sequence (P02675 whole entry, looked up): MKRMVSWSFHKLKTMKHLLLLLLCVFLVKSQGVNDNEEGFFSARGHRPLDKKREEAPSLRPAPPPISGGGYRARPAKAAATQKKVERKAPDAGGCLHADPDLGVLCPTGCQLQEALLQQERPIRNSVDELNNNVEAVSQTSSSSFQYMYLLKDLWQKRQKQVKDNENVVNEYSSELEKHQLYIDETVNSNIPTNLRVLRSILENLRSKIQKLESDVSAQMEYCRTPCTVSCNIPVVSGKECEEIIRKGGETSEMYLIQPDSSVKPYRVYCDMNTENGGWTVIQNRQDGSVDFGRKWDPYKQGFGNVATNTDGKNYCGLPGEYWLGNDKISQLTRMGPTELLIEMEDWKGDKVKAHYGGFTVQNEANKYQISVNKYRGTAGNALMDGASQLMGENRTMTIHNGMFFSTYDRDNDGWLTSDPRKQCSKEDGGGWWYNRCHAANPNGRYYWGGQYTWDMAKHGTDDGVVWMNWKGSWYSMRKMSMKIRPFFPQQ
PLC-gamma1 inh: PLC-gamma1 enzyme inhibitors, primary screen, biochemical, fluorescence, purified enzyme; fluorogenic substrate; inhibition, % at 12.2 µM; 0.84% of 370,000 active; in the data active means inhibition above about 9.5%
PLC-beta3 inh: human PLC-beta3 inhibitors, primary screen, biochemical, fluorescence; 1-phosphatidylinositol 4,5-bisphosphate phosphodiesterase beta-3 (Homo sapiens), Q01970; Purified PLC-beta3, fluorogenic substrate; inhibition, % at 12.2 µM; 0.18% of 370,000 active; AID 720704, 2013; in the data active means inhibition above about 11%;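 further: 0% = median of compound wells on plate and 100% = full blocker control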
DDE Tn7 FP inh: inhibitors of Tn7 peptide binding to fibrin DD(E), primary screen, biochemical, fluorescence polarization, human fibrin, Tn7 probe. Fibrinogen beta chain (Homo sapiens), P02675. FP displacement of FITC-Tn7 peptide from fibrin DD(E); 0% = median of compound wells per plate. inhibition, % at 8.3 µM. 0.13% of 370,000 active;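 active means inhibition above the mean of compounds falling within the control limits plus 3 SD of them, cut at about 14% in these data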;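 further: 0% = plate median of compound wells and 100% = 10 µM Aha-Tn7 peptide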
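Assay system: Human clot-derived fibrin DD(E) complex | Buffer or medium: Tris/NaCl/CaCl2 buffer, pH 7.8 | Repeats: One replicate per compound | Benchmarks: Aha-Tn7 high control | Measure: % inhibition scaled between sample-field median and high-control FP | Schedule: 10 min plus 3 h, room temperature | Signal: Fluorescence polarization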
ARFGAP1 inhibitor: inhibitors of rat ARFGAP1 GAP activity, primary screen, biochemical, fluorescence polarization, GDP tracer. ADP-ribosylation factor GTPase-activating protein 1 (Rattus norvegicus), Q62848. Arfgap1-stimulated ARF1 GTP hydrolysis, GDP FP detection. inhibition, % at 16.5 µM. 0.26% of 360,000 active. AID 651572, 2012;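 active means inhibition above a per-plate limit, mean inhibition of low control wells plus 3 SD, cut at about 25% in these data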;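 further: 0% = DMSO wells with enzyme and 100% = wells lacking Arfgap1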
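Repeats: one replicate per compound; assay system: rat Arfgap1 catalytic domain, aa 1-136; times: enzyme reaction 120 min at 25 °C after 20 min preincubation; detection: FP of antibody-bound GDP Alexa 633 tracer, ex 620/em 688 nm; benchmarks: high control wells lacking Arfgap1, low control full reaction with DMSO; reagent: human ARF1(Δ1-17)-GTP substrate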
ADAM10 inh: human ADAM10 inhibitors, primary screen, biochemical, QFRET, HTS; Disintegrin and metalloproteinase domain-containing protein 10 (Homo sapiens), O14672; inhibition, % at 7 µM; 0.62% of 370,000 active; recombinant ADAM10, EDANS/DABCYL FRET peptide cleavage, 3 h;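 active means inhibition above a per-campaign cutoff equal to the mean of compounds falling between control-based bounds plus 3 SD, cut at about 20% in these data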;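 further: 0% = DMSO wells while the 100% control is not disclosed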
ADAM17 inh: ADAM17 inhibitors, primary screen, biochemical, QFRET; inhibition, % at 6.95 µM; recombinant ADAM17, EDANS/DABCYL FRET peptide cleavage; 0.83% of 370,000 active; Disintegrin and metalloproteinase domain-containing protein 17 (Homo sapiens), P78536;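 active means inhibition above the mean of compounds lying between control limits plus 3 SD, set per campaign, cut at about 8.5% in these data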;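 further: 0% = DMSO-only wells as the low control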
TDP2 absorb: human TDP2 enzyme inhibitors, primary screen, biochemical, epi absorbance, recombinant enzyme. T5PNP hydrolysis, p-nitrophenol absorbance 415 nm. 0.34% of 370,000 active. Tyrosyl-DNA phosphodiesterase 2 (Homo sapiens), O95551. inhibition, % at 12.8 µM. AID 720702, 2013;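 active means inhibition above the mean of all tested compounds plus 3 SD, set per campaign, cut at about 25% in these data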;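 further: 0% = DMSO with enzyme and 100% = buffer with substrate but no TDP2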
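Evaluation: % inhibition relative to enzyme-containing and enzyme-free wells. Material: recombinant human TDP2. Benchmarks: enzyme-free and DMSO wells. Timing: enzyme reaction with compound for 2 h at 37 °C. Compound dosing: 12.8 µM only. Measured by: p-Nitrophenol epi absorbance. Reagent: T5PNP substrate at 5 mM, a TopII-DNA adduct mimic. Replication: single well per compound.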
ASAP1 GAP inh: inhibitors of human ASAP1 ArfGAP activity, primary screen, biochemical, fluorescence polarization. ASAP1-stimulated ARF1 GTP hydrolysis, GDP FP detection. inhibition, % at 16.5 µM. 0.19% of 360,000 active; in the data active means inhibition above about 25%;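 further: 0% = vehicle with enzyme and substrate and 100% = no enzyme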
SIAE inh: human SIAE inhibitors, primary screen, biochemical, fluorescence polarization, FP-Rh probe, 1536-well HTS | inhibition, % at 9.66 µM | 0.69% of 370,000 active | Sialate O-acetylesterase (Homo sapiens), Q9HAT2 | SIAE FP-Rh probe binding;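 active means inhibition above a cutoff: mean of compounds within the control limits plus 3 SD of those, cut at about 17% in these data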;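 further: 0% = plate median of compound wells and 100% = probe without SIAE protein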
Target sequence (Q9HAT2 whole entry, looked up): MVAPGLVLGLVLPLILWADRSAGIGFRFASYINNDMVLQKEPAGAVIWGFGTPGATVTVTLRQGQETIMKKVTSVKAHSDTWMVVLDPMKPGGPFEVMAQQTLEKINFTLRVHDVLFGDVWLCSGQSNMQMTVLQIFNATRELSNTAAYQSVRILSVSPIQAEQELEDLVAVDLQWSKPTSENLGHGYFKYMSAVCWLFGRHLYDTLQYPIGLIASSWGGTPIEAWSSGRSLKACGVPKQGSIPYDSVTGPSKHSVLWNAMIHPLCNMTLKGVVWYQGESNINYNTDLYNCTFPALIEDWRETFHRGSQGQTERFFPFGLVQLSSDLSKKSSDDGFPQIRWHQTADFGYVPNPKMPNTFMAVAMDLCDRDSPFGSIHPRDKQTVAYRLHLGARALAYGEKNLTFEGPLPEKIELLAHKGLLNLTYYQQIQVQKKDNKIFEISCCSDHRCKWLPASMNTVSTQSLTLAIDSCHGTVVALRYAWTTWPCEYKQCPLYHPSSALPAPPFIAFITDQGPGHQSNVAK
Numbers without * were called inactive; i = inactive; / = not tested or not shown.

DDE Tn7 FP inh	PLC-beta3 inh	ADAM10 inh	ARFGAP1 inhibitor	structure	TDP2 absorb	DDE Tn6 FP inh	PLC-gamma1 inh	ASAP1 GAP inh	SIAE inh	ADAM17 inh
-6	6	-2	-19	CC(C)[C@H]1CN=C2N(CCNC(=O)CCC3CCCCC3)[C@H](Cc3ccc(O)cc3)CN21	-10	-1	18*	12	-4	5
0	-9	-7	8	CCn1c(CC(=O)Nc2ccccc2F)nnc1SCC(=O)NC1CCCC1	-13	6	0	2	2	-7
5	1	4	-12	O=C(O)CCCC(=O)Nc1ccc(C(=O)NCc2cccnc2)cc1	11	6	2	-4	2	-2
7	5	0	13	O=C(NC12CC3CC(CC(C3)C1)C2)C1CC(=O)N(c2ccccc2)C1 (stereo not given)	-14	-2	2	0	2	-4
-1	-32	1	1	CCCCCCSC1=C(C#N)C(c2ccc(C)o2)CC(=O)N1 (stereo not given)	3	-1	-24	-2	-3	-4
-5	-2	5	-3	Nc1ccccc1N1CCN(C(=O)c2ccccc2)CC1	0	-3	1	0	0	-2
3	-17	-8	-17	Cc1cccc(/C=C/C(=O)c2cc(Br)ccc(=O)c2O)c1	-6	0	-14	-3	9	-3
4	0	11	-11	O=C(NCC1COc2ccccc2O1)c1cccc(S(=O)(=O)NCc2ccccc2)c1 (stereo not given)	-1	6	0	1	-3	2
-1	2	-8	-6	COc1ccccc1N1CCN(C(c2ccc(C)cc2)c2nnnn2C(C)C)CC1 (stereo not given)	2	-8	-2	0	4	-3
6	-14	-4	-8	Cc1cccc(OCc2nnc(SCC(=O)O)n2-c2ccccc2)c1	0	2	-2	5	-1	-3
-4	-2	-2	1	O=C1CC(N2CCN(c3ccccc3)CC2)C(=O)N1c1cccc(Cl)c1 (stereo not given)	-19	-3	2	6	-4	-1
5	-6	0	3	CC(C)NC(=O)N1Cc2cc(C(=O)NCC(F)(F)F)nc(-c3cccc(-c4cc5ccccc5o4)c3)c2[C@@H]1CCO	-11	-1	-3	11	-9	2
4	0	-6	-6	O=C(CC(NS(=O)(=O)c1ccc(Cl)cc1)c1ccco1)NCc1cccnc1 (stereo not given)	-6	6	0	-1	-1	-2
-4	-7	4	2	Nc1ccc(S(=O)(=O)N2CCCC2)cc1Cl	10	-2	1	-7	0	-2
2	i	i	4	Cc1c(CC(=O)NCC(=O)NCC(=O)N[C@@H](Cc2ccccc2)C(=O)O)c(=O)oc2c(C)c(O)ccc12	-6	-3	i	6	4	i
-8	5	-6	-14	CCOC(=O)CN1C(=O)C2Cc3ccccc3CN2C1=S (stereo not given)	0	-1	1	7	-3	-1
1	-2	0	-1	CC(=O)Nc1c(O)n(C)c2ccccc12	-3	-2	-3	2	-1	-2
-6	-4	10	7	O=C(CNc1ccc(C(F)(F)F)cc1)Nc1cccc(S(=O)(=O)N2CCCC2)c1	-11	-9	-97	-8	-10	3
0	0	6	2	COc1cc(Br)c(CCNC(=O)Cc2ccccc2)cc1OC	0	3	3	-4	3	2
-4	-5	5	8	CC(C)N(Cc1ccccc1)C(=O)C1CCCN(c2ncnc3c2nc2n3CCCCC2)C1 (stereo not given)	13	0	1	-12	4	-3
-7	-82	-8	7	Cc1ccc(-c2nc3cccnc3s2)cc1NC(=O)c1ccco1	-6	-1	-76	16	-2	0
0	-8	1	10	CCOC(=O)/C(C#N)=N/Nc1c(C)n(C)n(-c2ccccc2)c1=O	6	3	-1	-4	4	-3
-2	5	3	-13	Cc1ccc(NC(=O)CN(C)C(=O)c2n[nH]c(=O)c3ccccc23)cc1	-17	3	6	3	0	2
5	-222	i	8	Cc1ccc2nc(-c3cccc(N)c3)[nH]c2c1	3	-4	-176	12	3	-158
9	-3	1	4	CN(C)S(=O)(=O)c1ccc(C(=O)NCCS(=O)(=O)N2CCN(c3ccc(F)cc3)CC2)cc1	-1	0	-1	6	2	-1
5	-5	4	21	CCCCNC(=O)c1cn(C)c2ccc(S(=O)(=O)N3CCCC3)cc2c1=O	-5	-5	0	-1	0	0
-8	i	i	-1	COc1cc(SC)ccc1C(=O)Nc1nc2ccccc2[nH]1	-15	-4	i	0	-1	i
-3	5	-2	1	Cc1ccc(NC(=O)N(CCCN2CCOCC2)Cc2cccnc2)cc1C	5	-7	0	-2	1	0
-4	3	1	-1	CCN(C(=O)Cn1c(=O)oc2ccccc21)c1cccc(C(F)(F)F)c1	0	-1	-1	-2	2	0
-2	-153	-24	7	COc1ccc(/C=C2\Oc3cc(OCC(=O)N4CC(O)C[C@H]4C(=O)O)ccc3C2=O)c(OC)c1OC (stereo not given in full)	-8	-3	-120	14	-9	-3
-7	-6	2	7	CCOC(=O)CC1COCCN1Cc1cn(C)nc1-c1ccccc1F (stereo not given)	13	1	1	12	5	1
11	-2	-9	-11	CC(C)(C)c1ccc(CC(=O)N2CCC2(C)C(=O)NS(=O)(=O)c2cccc(Cl)c2)cc1 (stereo not given)	16	3	-4	-7	3	-2
-2	0	-4	2	Cc1ccnc(NS(=O)(=O)c2ccc(N=CC3=C(O)CC(C)(C)CC3=O)cc2)n1	-6	-3	-3	-9	3	2
-2	-48	-106	13	CCOc1ccc(C2c3c(oc4cc(C)c(C)cc4c3=O)C(=O)N2CCCN2CCOCC2)cc1 (stereo not given)	-1	-3	-33	8	-11	-25
-6	-1	4	0	Cc1ccc(Cl)cc1NC(=O)C1C2CCC(O2)C1C(=O)O (stereo not given)	-11	-10	1	18	-2	-5
-2	-20	14	9	COc1ccc(C(Nc2cccc([N+](=O)[O-])c2)P(=O)(OC(C)C)OC(C)C)cc1 (stereo not given)	-11	-2	-3	-6	-2	2
8	-15	-7	5	O=C(COc1ccc(/C=C\[N+](=O)[O-])cc1)N1CCOCC1	1	-3	-4	-2	-1	-2
3	-8	-4	-6	O=c1c2ccccc2ncn1-c1cccc([N+](=O)[O-])c1	-4	-5	3	5	-5	-3
-3	1	-3	0	CC1(C)Cc2ccccc2-c2nnc(-c3ccc4ccccc4n3)n21	-3	-10	4	-9	2	-1
5	-6	3	-3	CC(C)(C)NC(=O)NCC1CCCC1NC(=O)NC(C)(C)C (stereo not given)	-5	-11	1	-6	2	-4
2	5	-1	/	N#Cc1ccccc1OC[C@@H](O)CN1CCC(C(O)(c2ccccc2)c2ccccc2)CC1	5	-1	2	/	4	-1
-7	-4	-14	0	O=C(COC(=O)C1CC1)NCCc1ccccc1	7	-6	-1	-10	0	1
8	1	-1	4	CN(C)/C=C1\C(=O)N(c2ccc(Cl)c(Cl)c2)CS1(=O)=O	-8	2	0	5	-3	2
-2	1	-3	14	COc1ccc(C(=O)Nc2cccc(/C(C)=N/NC(=O)c3ccc([N+](=O)[O-])c(C)c3)c2)cc1OC	3	4	4	-1	1	-1
-4	0	2	-9	Cn1c(SCC(=O)c2ccccc2F)nnc1C1CC1	4	1	1	1	4	-2
-12	8	2	8	COc1ccc(C(=O)Nc2ccc3c(c2)OCCO3)cc1	-12	4	1	5	-1	3
4	4	-1	-18	CCOc1ccc(C(=O)NCC(C)C)cc1	3	9	4	5	-4	-1
0	-180	-11	-9	O=C(O)CSc1cc(C(=O)c2cc(F)ccc2O)cn2c(=O)c3c(-c4ccccc4)csc3nc12	-12	-23	-114	-10	-86	-3
7	-9	-4	0	CSc1nc2cc(C)nn2c(-c2ccc(C(C)(C)C)cc2)c1C#N	0	-1	-1	-4	12	-1
1	-6	-7	12	COc1ccc(C(=O)NCCn2ccc3ccccc32)c(OC)c1	-6	-5	-3	-15	-2	-2
5	-7	-2	7	CC(=O)c1ccc(NC(=O)COC(=O)C2C3CC4OC(=O)C2C4C3)cc1 (stereo not given)	-5	0	0	-1	5	0
2	-6	-8	4	CCCN1CN=C(Nc2nc3ccccc3o2)NC1	9	-3	0	9	2	-5
6	0	-4	3	O=C(Nc1ccccc1N1CCN(c2ccccc2)CC1)C1CCCCC1	4	-5	-2	-5	-1	-2
6	-1	9	3	CCC(=O)Nc1ccc(C(=O)NNC(=O)Cc2ccccc2)cc1	1	1	0	-2	3	-2
0	-1	-5	-3	O=C(CNC(=O)c1ccc(F)cc1)N/N=C/c1cn[nH]c1-c1ccccc1	-3	11	2	12	2	1
7	-11	5	-1	O=C(Nc1ccc(S(=O)(=O)N2CCCCC2)cc1)C1CC(=O)N(c2ccc(F)cc2)C1 (stereo not given)	-4	-3	-1	4	-1	3
2	5	4	16	O=C(NC(=S)Nc1ccc(CN2CCOCC2)cc1)c1ccc([N+](=O)[O-])cc1	6	4	0	15	4	-2
-3	-2	3	-1	O=C(NCc1ccc(OC(F)(F)F)cc1)C12CN(Cc3ccccc3)CC1C(c1cccc([N+](=O)[O-])c1)=NO2 (stereo not given)	7	-7	0	7	-2	-1
5	6	1	-2	CNc1c([N+](=O)[O-])cnn1-c1cccc(Cl)n1	6	-2	3	0	0	-3
-4	1	9	1	COc1cc(C2NC(=S)NC(c3ccccc3)=C2C(C)=O)cc(Br)c1OCC(N)=O (stereo not given)	7	-1	3	7	4	0

3 compounds from above with just ASAP1 GAP inh, DDE Tn6 FP inh and ARFGAP1 inhibitor.
smiles	ASAP1 GAP inh	DDE Tn6 FP inh	ARFGAP1 inhibitor
CCOc1ccc(C(=O)NCC(C)C)cc1	5	9	-18
O=C(O)CSc1cc(C(=O)c2cc(F)ccc2O)cn2c(=O)c3c(-c4ccccc4)csc3nc12	-10	-23	-9
CSc1nc2cc(C)nn2c(-c2ccc(C(C)(C)C)cc2)c1C#N	-4	-1	0
